CD40 NFkB inh: inhibitors of CD40-induced NF-kB signaling, primary screen, BL2 cells, luciferase reporter, single point; CD40L-induced, 4 h; inhibition, % at 10 µM; hit rate 0.94% among 83,000; AID 1053188, 2014;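 active = mean inhibition of at least 50% with a set share of replicates also reaching that level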;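 note: 0% = neutral control wells and 100% = IKK inhibitor VII at 50 µM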
The depositor's hits bear a star; & = joins results of further samples; [ ] = another dose, or the depositor's remark. A portion of the library, so the mix of outcomes need not match the whole.

SMILES	CD40 NFkB inh
CCCCN1C(=O)CN(CCc2ccccc2)C(=O)C1c1ccc(OC)cc1 (stereo not drawn)	3
COc1ccc(OC)c(NC(=O)NNC(=O)CCCOc2ccc(Cl)cc2C)c1	8
CC(=O)c1c(C(C)=O)c(C)n(-c2nc(-c3cccs3)c(C)s2)c1C	4
CC(C)Cc1ccc(C(C)C(=N)N)cc1 (stereo not drawn)	3
O=C(CSc1ccccn1)Nc1cccc(S(=O)(=O)N2CCCC2)c1	1
C=CCN1C(=NC(=O)CC)SC2CS(=O)(=O)CC21 (stereo not drawn)	5
N#C[C@H]1[C@H](c2ccccc2-c2cccc(F)c2)[C@@H](CO)N1C(=O)C1CC1	-1[25 µM]
COc1cc2c(cc1NC(=S)Nc1cccc(C)c1)oc1ccccc12	-10
C[C@@H]1CN([C@@H](C)CO)C(=O)c2ccccc2-c2ccccc2CO[C@@H]1CN(C)C(=O)N[C@H](C)c1ccccc1	-6[25 µM]
C/C=C/CC(C)C(O)C1C(=O)NC(CC)C(=O)N(C)CC(=O)N(C)C(CC(C)C)C(=O)NC(C(C)C)C(=O)N(C)C(CC(C)C)C(=O)NC(C)C(=O)NC(C)C(=O)N(C)C(CC(C)C)C(=O)N(C)C(CC(C)C)C(=O)N(C)C(C(C)C)C(=O)N1C (stereo not drawn)	45[25 µM]
CC1Sc2ccc(S(=O)(=O)N3CCC(C(=O)NCc4ccco4)CC3)cc2NC1=O (stereo not drawn)	8
O=C(COc1ccc(S(=O)(=O)N2CCCCC2)cc1)NC1CCCCC1	3
CCNC(=O)c1cc(Br)ccc1Cl	3
CCOC(=O)C1(CCc2ccccc2)CCN(C(=O)CCc2cnccn2)CC1	-35
CN(C)C(=O)c1ccc(-c2ccc3c(c2)[C@@H]2[C@@H](CCN2C(=O)C2CC2)[C@@H](CO)N3C)cc1	-20
O=C([C@H]1[C@H](CO)[C@H]2Cn3c(ccc(C4=CCCCC4)c3=O)[C@@H]1N2Cc1nccs1)N1CCCCC1	0[25 µM]
Cn1c(Oc2ccc(F)cc2F)c(C=O)c2ccccc21	7
C[C@H]1CN([C@@H](C)CO)C(=O)CCCn2cc(nn2)CO[C@H]1CN(C)C(=O)Nc1ccc2c(c1)OCO2	-8[25 µM]
CCOC(=O)C1(Cc2ccc(OC)cc2)CCN(C(=O)c2ccc3[nH]ccc3c2)CC1	-40
N#C[C@H]1[C@H](c2ccc(C#Cc3ccc(F)cc3)cc2)[C@H](CO)N1C(=O)C1CCCC1	-13
COc1ccc(-c2ccccc2[C@H]2[C@@H](C#N)N(C(=O)C3CCCC3)[C@@H]2CO)cc1	-3
CC(C)(C)NC(=O)CCN1CCOCC1	8
C[C@H]1CN([C@@H](C)CO)C(=O)c2cc(C3=CCCCC3)cnc2O[C@H]1CN(C)S(=O)(=O)c1cn(C)cn1	-8[25 µM]
COc1ccc(-c2cc(C(N)=O)nc(N3CCCCCC3)n2)cc1	-12

Reprinted from the part before: 6 compounds; new compounds follow.
SMILES	CD40 NFkB inh
CCOC(=O)C1(Cc2ccc(OC)cc2)CCN(C(=O)c2ccc3[nH]ccc3c2)CC1	-40
N#C[C@H]1[C@H](c2ccc(C#Cc3ccc(F)cc3)cc2)[C@H](CO)N1C(=O)C1CCCC1	-13
COc1ccc(-c2ccccc2[C@H]2[C@@H](C#N)N(C(=O)C3CCCC3)[C@@H]2CO)cc1	-3
CC(C)(C)NC(=O)CCN1CCOCC1	8
C[C@H]1CN([C@@H](C)CO)C(=O)c2cc(C3=CCCCC3)cnc2O[C@H]1CN(C)S(=O)(=O)c1cn(C)cn1	-8[25 µM]
COc1ccc(-c2cc(C(N)=O)nc(N3CCCCCC3)n2)cc1	-12
CCCn1nnc(NC(=O)C(C)C)n1	2
COc1ccc2c3c([nH]c2c1)[C@H](CO)N(C(=O)Nc1ccc(F)cc1)CC31CN(C(=O)Nc2c(C)noc2C)C1	-15[25 µM]
Cc1cc(N2CCCCC2)nc(N2CCCCC2)n1	1
CCOc1ccc(NC(=O)CN(C)C(=O)CSCc2ccc(C)cc2)cc1OCC	3
CCCOc1nc(C)cc(COC)c1C(N)=O	13
Cc1c(C(=O)N2CCN(Cc3ccccc3)CC2)oc2c1C(=O)CCC2	-3
COc1cccc(C(=O)Nc2ccc3c(c2)C(=O)N(C)[C@@H]2CC[C@@H](CC(=O)N[C@@H](C)c4ccccc4)O[C@H]2CO3)c1	15[25 µM]
CC1(C)Cc2c(cnn2-c2cccc(F)c2)C(NC(=O)C2CCOCC2)C1 (stereo not drawn)	-18
COc1ccc(N2CCOCC2)c(NC(=O)c2cc3ccccc3o2)c1	12
Cc1[nH]c2ccccc2c(=O)c1CN1CCCCCC1	1
CC(=O)N1CCN(c2ccc([N+](=O)[O-])c(NCc3cccnc3)c2)CC1	1
C[C@@H]1CCCCO[C@H](CN(C)Cc2ccc3c(c2)OCO3)[C@@H](C)CN([C@@H](C)CO)C(=O)c2cc(NS(=O)(=O)c3cn(C)cn3)ccc2O1	-16[25 µM]
Cc1cc(NC(=O)C2CC(=O)N(c3cccc(C)c3C)C2)no1 (stereo not drawn)	10
Cc1ccccc1C(=O)Nc1nnc(SC(C)C)s1	-31
CCN1[C@@H]2c3ccc(-c4cccnc4)c(=O)n3C[C@@H]2[C@@H](CO)[C@@H]1C(=O)NCc1ccccc1	9[25 µM]
Cc1cc(C(=O)COC(=O)/C=C/c2cccc(Br)c2)c(C)n1C	2
CN1C(=O)c2cc(NC(=O)c3cccc(C(F)(F)F)c3)ccc2OC[C@@H]2O[C@H](CC(=O)NCCN3CCCC3)CC[C@H]21	-4[25 µM]
CCCNC(=O)N1C[C@@H]2N[C@H](C1)C2c1ccc(-c2ccc(OC)cc2)cc1 (stereo partly drawn)	24&-1[25 µM]
COc1ccccc1-n1c(C)nc2cc(C(=O)NCc3ccc4c(c3)OCO4)ccc21	1
CC(C)CC(NC(N)=O)C(=O)NCc1ccccc1Cl (stereo not drawn)	-1
N#C[C@@H]1[C@H](c2ccc(-c3ccccc3F)cc2)[C@H](CO)N1C(=O)Cc1ccccc1	10[25 µM]
CCSc1nnc(NC(=O)COc2ccc(Cl)cc2)s1	10
Cc1noc(C)c1NC(=O)N(C)C[C@@H]1OCc2ccccc2-c2c(n(C)c3ccccc23)C(=O)N([C@@H](C)CO)C[C@H]1C	-12[25 µM]
O=C(c1cnn(Cc2ccccc2)c1)N1CCN(S(=O)(=O)/C=C/c2ccccc2)CC1	9

Looked up by structure from above:
SMILES	CD40 NFkB inh
CCCCN1C(=O)CN(CCc2ccccc2)C(=O)C1c1ccc(OC)cc1 (stereo not drawn)	3
CC1Sc2ccc(S(=O)(=O)N3CCC(C(=O)NCc4ccco4)CC3)cc2NC1=O (stereo not drawn)	8
CC(C)Cc1ccc(C(C)C(=N)N)cc1 (stereo not drawn)	3
COc1ccccc1-n1c(C)nc2cc(C(=O)NCc3ccc4c(c3)OCO4)ccc21	1
CC(=O)N1CCN(c2ccc([N+](=O)[O-])c(NCc3cccnc3)c2)CC1	1
Cn1c(Oc2ccc(F)cc2F)c(C=O)c2ccccc21	7

Remaining list, next part:
SMILES	CD40 NFkB inh
CN(C)CCOCCOc1ccc(Cl)cc1C(C)(C)C	-7
Cc1cc(C(F)F)n2nc(C(=O)O)nc2n1	14
O=C1C[C@@H](c2ccccc2)C(=O)N[C@H](c2ccccc2)C/C=C\C[C@H](c2ccccc2)N1	5[25 µM]
CCc1nnc(NC(=O)CN2CCN(c3cccc(OC)c3)CC2)s1	4
O=C(Nc1ccc2c(c1)[C@@H]1C[C@H](CC(=O)N3CCOCC3)O[C@@H](CO)[C@@H]1O2)NC1CCCCC1	9
CS(=O)(=O)N1CCCCN2[C@@H](CO)[C@@H](c3ccc(Br)cc3)[C@@H]2C1	-5[25 µM]
O=C(c1ccccc1)C1CCN(CC(=O)N2CCN(c3ccccc3)CC2)CC1	8
O=C(Nc1ccccc1)Nc1ccc(Oc2ncnc3cc(Cl)ccc23)nc1	9
COc1cccc(NC(=O)Nc2ccc(F)cc2)c1	-65
COC(=O)c1nnn(-c2nonc2N)c1CSc1ccccn1	7
N#Cc1cc(C#N)c(N2CCN(c3ccccn3)CC2)nc1N	-98
Cc1ccc2nc(SCCCCOc3ccccc3)[nH]c2c1	13
CCCC(=O)Nc1ccc2c(c1)C(=O)N(C)[C@H]1CC[C@H](CC(=O)NCc3cccc(F)c3)O[C@@H]1CO2	-8[25 µM]
C[C@H](CO)N1C[C@H](C)[C@@H](CN(C)S(=O)(=O)c2ccccc2)Oc2ccc(NC(=O)C3CC3)cc2C1=O	7[25 µM]
CCN1CCN(c2oc(-c3ccc(OC)cc3)nc2C#N)CC1	4
Cc1nn(C)c(C)c1NS(=O)(=O)c1cccc(Br)c1	10
O=C(NCCN1CCOCC1)c1cnn2c1NC(c1cccs1)CC2C(F)(F)F (stereo not drawn)	4
COCCNC(=O)C1(C)CCN(C(=O)c2ccc(SC(F)(F)F)cc2)C1 (stereo not drawn)	0
COc1ccccc1Nc1nc2ccccc2n1C	-84
Cn1nnnc1Sc1c(Cl)cccc1[N+](=O)[O-]	6
CCCNC(=O)N(C)C[C@H]1Oc2cc(C#C[C@@H](C)O)ccc2S(=O)(=O)N([C@H](C)CO)C[C@H]1C	-8[25 µM]
COc1ccc(-c2nn(-c3ccccc3)cc2C(=O)N(C)CC(=O)Nc2cccc(F)c2)cc1	-4
COc1ccc(Cn2c(SCC#N)nc3ccc(N4CCOCC4)cc3c2=O)cc1	-105
COCC(=O)N1[C@@H](CO)[C@@H]2c3ccccc3NC[C@@H]21	7[25 µM]
CC1(C)Cc2cccc(C(=O)Nc3ccc(F)cc3F)c2O1	13
COc1ccc(S(=O)(=O)N2CCOCC2)cc1NC(=O)COC(=O)C1CCC1	7
CCN(CC)CCNC(=O)C(=O)Nc1ccc2c(c1)N(S(=O)(=O)c1cccs1)CCC2	2
COc1cccc(OCC(=O)Nc2ccncc2)c1	3
O=C(Cn1ncc2c1-c1ccccc1OC2)N1CCN(c2ccccn2)CC1	6
CN1c2ccsc2/C(=N/NC(=O)c2c(F)cccc2F)CS1(=O)=O	6
CCN(Cc1cnn(C)c1)C(=O)c1ccc2nc(Cc3ccccc3F)oc2c1	-1
Cc1ccc2nc(-c3ccncc3)cc(C(=O)Nc3ccncc3)c2c1	-10
CCOC(=O)c1ccc(NC(=O)[C@@H](NC(N)=O)C(C)C)cc1	-1
COCC(=O)N1[C@H](CO)[C@H](c2ccc(C#Cc3ccccc3F)cc2)[C@@H]1C#N	-27[25 µM]
O=C(COC(=O)c1ccccc1C(=O)c1ccccc1)c1ccco1	4
COc1ccc(S(=O)(=O)NCCC(C)C)cc1C	-5
CCN(CC(=O)Nc1c(F)cccc1F)C(=O)C1CCCO1 (stereo not drawn)	4
CN1CCN(S(=O)(=O)c2cccc(C(=O)NC3CCCC3)c2)CC1	8
c1ccc2oc(-c3csc(N4CCOCC4)n3)cc2c1	-6
Cc1noc(C)c1NC(=O)N(C)C[C@H]1Oc2cc(C#CCN(C)C)ccc2S(=O)(=O)N([C@@H](C)CO)C[C@H]1C	1[25 µM]
Clc1ccc2c(c1)C(N1CCNCC1)=Nc1ccccc1O2	-1
CCNC(=O)COc1ncnc2scc(-c3ccc(F)cc3)c12	5
O=C(O)C(c1ccccc1)C1(O)CC2CCC1C2 (stereo not drawn)	10
O=c1cc(SCc2ccccc2)nc[nH]1	13
Cc1cccc(C(=O)OCC(=O)NC23CC4CC(CC(C4)C2)C3)c1O	-34
O=[N+]([O-])c1cccc(CON=Cc2cc(Cl)ccc2O)c1	12
CS(=O)(=O)N1[C@H](CO)[C@H](c2ccc(C#Cc3cccc(F)c3)cc2)[C@@H]1C#N	-4[25 µM]
CN(CCOc1ccccc1)CC(=O)Nc1ccc(S(=O)(=O)N2CCCC2)cc1	-2
CC(=O)c1cc(C#N)c(SCCC(C)C)nc1C	-9
CN(C)C(=O)COC(=O)c1cc(Cl)cc(Cl)c1N	5
Clc1ccc(-c2nnc(SCc3ccon3)o2)c(Cl)c1	-10
O=C1CSC(c2ccccc2)N1CC12CC3CC(CC(O)(C3)C1)C2 (stereo not drawn)	2
Cc1cc(NC(=O)NCC(F)(F)F)no1	-23
COc1ccc(C(CNC(=O)c2ccc(-c3nc4ccccc4s3)o2)N2CCCC2)cc1 (stereo not drawn)	-28
Cc1nc2nc(C)c(CCC(=O)Nc3ccc4c(c3)OCO4)c(C)n2n1	4
CN(C(=O)c1ccc2c(c1)OCO2)C1(C(=O)NC2CCCC2)CCCCC1	6
C[C@H](CO)N1C[C@H](C)[C@@H](CN(C)C(=O)c2ccc3ccn(C)c3c2)OCc2cn(nn2)CCCC1=O	-3[25 µM]
Cc1nn(C)c(N)c1[N+](=O)[O-]	6
Cc1ccc(NS(=O)(=O)c2ccc(C(=O)NCCCN3CCOCC3)cc2)cc1	2
Cc1ccc(S(=O)(=O)Nc2ccc3c(c2)C(=O)N([C@@H](C)CO)C[C@@H](C)[C@@H](CN(C)S(=O)(=O)c2cccs2)OCCCC[C@@H](C)O3)cc1	20[25 µM]

New compounds follow
SMILES	CD40 NFkB inh
Cc1cc2ccccc2n1CCNC(=O)COc1ccccc1	7
O=C1CCC2c3ccc4ccccc4c3CCN12 (stereo not drawn)	4
COc1cc(/C=N/NC(=O)c2ccncc2)ccc1OCc1cnc(Cl)s1	-16
CCCCn1c(N)c(N(CC(C)C)C(=O)CCNC(=O)c2ccccc2Cl)c(=O)[nH]c1=O	4
O=C(NCCCN1CCCCCC1)c1ccc2c(Cl)c3c(nc2c1)CCCC3	-5
CC(=O)Nc1cc2c(cc1Br)OCCO2	7
N#C[C@H]1[C@H](c2ccccc2C2=CCCCC2)[C@H](CO)N1S(=O)(=O)c1ccccc1	12[25 µM]
Cc1ccc(S(=O)(=O)N[C@H]2CC[C@@H](CC(=O)NCc3ccncn3)O[C@@H]2CO)cc1	2[25 µM]
CCCCC(NC(C)=O)c1nc2ccccc2n1CCC (stereo not drawn)	11
CC(=O)Nc1cccc2c1O[C@@H](CN(C)C(=O)OC(C)(C)C)[C@H](C)CN(C)C2=O	9
COc1cc2cc(C(N)=O)c(N)nc2cc1OC	-6
